Source: PubChem
V1aR counter = activates human V1a receptor in oxytocin agonist counter-screen; P37288; CHO-V1R cells, Fluo-8 calcium fluorescence, agonist mode; 0% DMSO, 100% 3 nM vasopressin; activation, % at 3 µM; hit rate 0.25% among 320,000;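 active means activation above the mean activation of all tested compounds plus 3 SD, per screening run, cut at about 20% in these data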;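 further: signal is peak over basal fluorescence ratio across a 100 second FLIPR read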
PHOSPHO1 inh = inhibitors of human PHOSPHO1 phosphatase; Q8TCT1; recombinant PHOSPHO1, absorbance phosphatase assay; inhibition, % at 13.3 µM; hit rate 1.1% among 290,000; in the data active means inhibition above about 60%
Target sequence (Q8TCT1 whole entry, looked up): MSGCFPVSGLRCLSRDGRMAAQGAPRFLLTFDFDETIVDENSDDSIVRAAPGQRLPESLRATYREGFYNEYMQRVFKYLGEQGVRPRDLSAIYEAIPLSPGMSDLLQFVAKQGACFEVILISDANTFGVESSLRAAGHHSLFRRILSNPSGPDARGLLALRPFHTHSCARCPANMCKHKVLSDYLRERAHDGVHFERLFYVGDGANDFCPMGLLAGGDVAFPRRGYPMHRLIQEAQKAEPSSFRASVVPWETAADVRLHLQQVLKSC
GalR3 antag = human GalR3 antagonism; O60755; HEK293 GalR3-CNG cAMP membrane potential fluorescence; galR3 body fused to GalR1 C-terminus; inhibition, % at 3 µM; hit rate 0.44% among 360,000; AID 651719;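 active means inhibition above the screen-wide average plus 3 SD, cut at about 13% in these data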;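 further: forskolin and galanin both at EC90 stimulate the cells; cAMP rise reported by CNG channel membrane potential dye signal; 0% = forskolin plus galanin with DMSO and 100% = forskolin alone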
Target sequence (O60755 1-299 limits assumed): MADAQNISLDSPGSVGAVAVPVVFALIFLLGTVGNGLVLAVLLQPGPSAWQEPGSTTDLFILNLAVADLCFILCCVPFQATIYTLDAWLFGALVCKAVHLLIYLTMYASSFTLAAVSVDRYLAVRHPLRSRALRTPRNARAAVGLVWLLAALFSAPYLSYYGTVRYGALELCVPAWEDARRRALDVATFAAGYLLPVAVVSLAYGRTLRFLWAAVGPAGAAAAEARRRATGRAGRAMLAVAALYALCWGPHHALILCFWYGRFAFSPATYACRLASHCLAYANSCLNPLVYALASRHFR
VIM-2 inh = inhibitors of Pseudomonas aeruginosa VIM-2 metallo-beta-lactamase. hit rate 0.89% among 290,000. purified VIM-2, nitrocefin hydrolysis, epi-absorbance fluorescence. inhibition, % at 5.6 µM. AID 1527;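 active means inhibition above the mean of all tested compounds plus 3 SD, cutoff set per screening run, cut at about 7.5% in these data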;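 further: red hydrolysis product quenches plate fluorescence so inhibitors raise well fluorescence; 0% = enzyme with DMSO and 100% = DMSO without enzyme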
GPR7 antag = blocks human GPR7 receptor signaling; inhibition, % at 4.4 µM; GPR7-expressing cells, fluorescence antagonist assay; P48145; hit rate 1.1% among 290,000; in the data active means inhibition above about 16%, passing the limit was not always enough;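 further: cells stimulated with the agonist NPW; 0% = agonist with vehicle and 100% = vehicle without agonist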
Target sequence (P48145 whole entry, looked up): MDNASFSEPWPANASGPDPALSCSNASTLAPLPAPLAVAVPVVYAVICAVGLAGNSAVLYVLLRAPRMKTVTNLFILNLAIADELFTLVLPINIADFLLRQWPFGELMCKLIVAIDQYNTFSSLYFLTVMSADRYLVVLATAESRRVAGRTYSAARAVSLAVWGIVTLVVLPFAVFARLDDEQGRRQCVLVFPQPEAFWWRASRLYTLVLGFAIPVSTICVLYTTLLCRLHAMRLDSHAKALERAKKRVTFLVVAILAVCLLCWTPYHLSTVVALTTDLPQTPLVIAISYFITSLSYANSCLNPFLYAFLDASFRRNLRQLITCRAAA
NS3 helicase inh = inhibitors of Hepatitis C virus NS3 helicase. NS3 helicase DNA unwinding, Cy5 molecular beacon fluorescence. AID 1800. inhibition, % at 10.9 µM. hit rate 0.56% among 290,000;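 active means inhibition above the mean of all tested compounds plus 3 SD, set per campaign, cut at about 35% in these data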;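 further: 0% = DMSO wells and 100% = thioflavine S control wells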
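test system = hepatitis C virus NS3 helicase domain fragment enzyme | reagent = annealed dual-labelled DNA beacon duplex, ATP-started | times = 1 h at 25 °C | detection = Cy5 fluorescence, 0 and 60 min reads | read-out basis = percent inhibition from t60/t0 fluorescence ratio | control set = DMSO and thioflavine S | replication = one well per compound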
FID counter = displaces DNA intercalator in HCV helicase counter-screen; DNA fluorescent intercalator displacement, fluorescence; inhibition, % at 7.9 µM; hit rate 0.17% among 290,000; AID 1845; in the data active means inhibition above about 37%;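 further: 0% = vehicle and 100% = reference compound; higher means more ethidium bromide displaced from hairpin DNA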
IMP-1 inhibitor = blocks Pseudomonas aeruginosa IMP-1 metallo-beta-lactamase; purified IMP-1, nitrocefin hydrolysis, epi-absorbance fluorescence; inhibition, % at 5.6 µM; hit rate 0.45% among 290,000;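 active means inhibition above the mean plus 3 SD of all compounds in the same screening run, cut at about 4.5% in these data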;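 further: 0% = IMP-1 with DMSO and 100% = DMSO wells lacking enzyme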
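Material – recombinant IMP-1 enzyme, purified · Amount – IMP-1 0.2 nM before substrate addition · Medium – HEPES buffer pH 7.1 with ZnSO4 and Brij 35 · Timing – 25 °C, 15 min preincubation, 25 min reaction · Measured by – plate fluorescence quenching by hydrolysis product, ex 480/em 530 nm · Read-out – percent enzyme inhibition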
OXTR ag = agonists of human oxytocin receptor. P30559. CHO-OTR cells, Fluo-8 calcium fluorescence; normalized: DMSO 0%, oxytocin 100%. activation, % at 3 µM. hit rate 0.32% among 320,000. AID 2435;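 active means activation above the mean of all tested compounds plus 3 SD, cutoff set per screening run, cut at about 20% in these data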;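 further: peak over basal fluorescence ratio from a 100 s FLIPR kinetic read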
* = called active by the depositor; · = no result given.

mol	PHOSPHO1 inh	GPR7 antag	NS3 helicase inh	IMP-1 inhibitor	V1aR counter	GalR3 antag	FID counter	VIM-2 inh	OXTR ag
COCCNc1c2c(nc3ccccc13)CCC2	34.8	1.8	-3.8	-2.0	1.6	-3.1	0.9	0.6	-0.1
Cc1cccc(N=C/C(C(=O)C(F)(F)F)=C(\O)c2ccco2)c1	-8.9	-16.5	4.6	-2.6	0.5	-5.2	-0.8	-0.4	0.4
O=C(Cn1c2ccc(F)cc2c2nc3n(c(=O)c21)CCS3)NCC1CCCO1 (stereo unspecified)	44.0	-1.1	0.5	-3.9	1.5	-6.9	-14.4	-1.6	0.2
Fc1ccc(-c2cnc(-c3cccs3)o2)cc1	21.6	2.2	-1.7	-0.5	-0.3	-4.9	2.1	0.1	-2.4
Fc1ccc(-c2n[nH]c(=S)n2Cc2ccccc2)cc1	-48.2	-5.4	-12.1	-3.5	-1.4	·	-10.4	2.7	-1.0
Cc1ccc(C)c(NC(=S)NC2CC3CCCC(C2)N3CC(C)C)c1 (stereo unspecified)	-17.6	-20.8	3.7	-4.2	0.2	-1.5	4.8	-1.1	0.0
CC(C)n1c(-c2ccc(N(C)C)cc2)nc2ccccc21	12.5	12.5	-1.7	-3.7	1.4	-2.7	-7.6	1.8	0.0
CC(C)CCNC(=O)CCCn1c(=O)[nH]c2ccc(Br)cc2c1=O	0.0	-8.8	4.3	-3.9	-0.9	-4.8	-6.2	-6.0	-1.3
Fc1ccc(Oc2nc(-c3ccccn3)nc3ccccc23)cc1	20.3	-2.9	1.0	-3.4	-1.5	-7.3	0.9	-4.7	-2.6
O=C(O/N=C\c1ccc(N2CCOCC2)c([N+](=O)[O-])c1)c1ccccc1Cl	40.7	4.8	-11.5	-2.2	0.1	-2.1	-8.7	-0.9	-0.9
c1ccc(CSc2nnc(-c3ccco3)o2)cc1	23.9	0.1	-2.4	-2.8	-0.3	-1.6	-4.7	-1.2	-0.4
CCOc1cc2c(cc1C(C)(C)C)NC(=O)CS2	-17.5	-11.5	2.8	2.8	-1.5	-6.0	-13.9	-2.6	-2.7
CN(C)S(=O)(=O)c1cccc(C(=O)NCCOC(=O)c2cc(F)c(F)cc2Cl)c1	32.5	-17.5	-8.5	-3.1	5.5	-7.4	-26.2	-4.0	3.8
CCS(=O)(=O)N1CCC(C(=O)NCCCN2CCC(Cc3ccccc3)CC2)CC1	8.7	-4.9	0.7	-3.4	-0.1	-3.8	18.6	-1.7	0.7
COc1ccc(CN2C(=O)c3ccccc3C2C(=O)NCCc2ccccc2)c(OC)c1 (stereo unspecified)	-24.8	-6.6	1.1	-2.5	-0.9	5.7	-28.4	-3.9	0.3
Cc1ccc(NC(=O)C(OC(=O)c2cc(C)oc2C)c2ccccc2)cc1 (stereo unspecified)	1.1	-9.4	-13.8	-3.8	0.1	-4.8	-18.9	-1.7	-1.4
Cc1ccc(S(=O)(=O)N2CCOCC2)s1	12.6	-22.0	7.0	-1.4	0.3	-3.7	-2.0	-0.1	0.2
CCN(CC)S(=O)(=O)c1cccc(NC(=O)COC(=O)c2cc(C)oc2C)c1	-0.4	-7.1	-2.4	-4.8	4.2	-2.6	-15.8	-2.6	5.1
CCS(=O)(=O)C1=NN2C(=N)/C(=C\c3ccc(OC(=O)c4ccco4)cc3)C(=O)N=C2S1	6.8	18.2	19.3	-3.0	0.2	-8.7	-13.0	-0.9	0.0
O=C(Cn1c(NCCO)nc2ccccc21)c1ccco1	9.7	-6.0	-1.6	-4.6	-1.3	-1.0	1.4	-3.2	1.2
Cc1ccccc1NC(=O)N1CCC(C(=O)c2ccc(F)cc2)CC1	-5.3	2.1	0.9	-0.6	0.3	-4.5	-11.5	0.4	-1.1
C/C(=N/NC(=O)CNC(=O)Cc1ccc(Cl)cc1)c1ccco1	29.0	-5.0	-15.5	-0.5	-0.5	-6.5	-16.7	-2.2	-0.2
Cc1ccc(S(=O)(=O)N2CCN(Cc3nc4sc(C)c(C)c4c(=O)[nH]3)CC2)cc1	-60.0	0.5	-2.3	-1.1	0.4	-4.8	-2.6	-3.6	0.7
COC(=O)C1=C(C)N(C2CCCC2)C(=O)C1(NC(C)=O)C(F)(F)F (stereo unspecified)	0.1	0.5	2.4	-0.2	1.0	0.9	0.1	-1.2	0.1
O=C1CCCC2=C1C(c1ccccc1O)C1=C(CCCC1=O)O2	11.4	-14.9	6.2	-2.1	1.4	-2.4	-7.7	-0.8	0.5
COc1ccc(-c2cc(C(=O)NC3CCCC3)c3ccccc3n2)cc1	27.3	6.4	16.4	-3.3	-1.3	-11.1	-31.9	-3.6	-1.3
COc1ccc(OCc2nnnn2-c2ccccc2)cc1	-21.9	1.6	1.4	0.7	-0.4	-8.0	-8.7	0.4	-0.8
CC(C(=O)O)n1ncc2ccccc2c1=O (stereo unspecified)	57.8	-12.7	-2.9	-4.3	-0.3	-2.7	-0.6	-1.1	0.0
Cc1ccc(NC(=O)C2CC(=O)Nc3nc4ccccc4n32)c(C)c1 (stereo unspecified)	14.9	-9.7	1.1	-2.3	-0.5	-4.3	-4.9	-2.6	0.0
CCn1ncc([C@@H]2C[C@H]3CN(Cc4cccc(Cl)c4)C(=O)[C@]34CCCN24)c1C	39.7	-5.8	6.7	0.7	-0.7	-2.8	5.9	0.6	0.1

Copied from the entries so far for reference:
mol	PHOSPHO1 inh	GPR7 antag	NS3 helicase inh	IMP-1 inhibitor	V1aR counter	GalR3 antag	FID counter	VIM-2 inh	OXTR ag
Cc1ccc(NC(=O)C2CC(=O)Nc3nc4ccccc4n32)c(C)c1 (stereo unspecified)	14.9	-9.7	1.1	-2.3	-0.5	-4.3	-4.9	-2.6	0.0
CCn1ncc([C@@H]2C[C@H]3CN(Cc4cccc(Cl)c4)C(=O)[C@]34CCCN24)c1C	39.7	-5.8	6.7	0.7	-0.7	-2.8	5.9	0.6	0.1

(listing goes on)
mol	PHOSPHO1 inh	GPR7 antag	NS3 helicase inh	IMP-1 inhibitor	V1aR counter	GalR3 antag	FID counter	VIM-2 inh	OXTR ag
Cc1ccccc1NC(=O)C(=O)NCCc1c[nH]c2ccccc12	40.8	20.4	-5.8	-0.7	5.1	·	3.6	2.6	8.4
CCOC(=O)c1c(C)oc2c1c(CN1CCN(C(=O)OCC)CC1)c(O)c1ccccc12	18.6	-10.0	9.9	-3.2	-0.5	0.0	-8.6	2.6	-1.0
O=C(c1ccc(F)cc1)c1ccc(CN2C(=O)c3ccccc3C2=O)o1	34.2	5.5	2.1	0.6	2.3	-3.3	-9.3	-1.0	-0.4
COc1cccc(CN2CCN(C(=O)c3ccco3)CC2)c1OC	·	-9.0	-0.4	-0.4	0.2	-3.6	1.5	-3.7	-0.4
c1ccc(OCc2nn3c(Cn4nnc5ccccc54)nnc3s2)cc1	82.6*	14.3	-5.0	0.9	0.3	-5.7	-9.4	0.4	0.4
COC(=O)c1c(-c2cccc3ccccc23)csc1NC(=O)Cc1ccc(OC)c(OC)c1	0.5	-12.4	-6.6	-1.1	1.5	-0.9	-24.5	1.3	-0.6
N#Cc1cc2c(nc1SCC(=O)Nc1sc3c(c1C#N)CCC3)CCC2	-122.7	-9.8	7.7	-2.0	0.2	3.5	-2.5	-1.2	-0.5
CC(=O)Nc1ccc(S(=O)(=O)N2CCN(C34CC5CC(CC(C5)C3)C4)CC2)cc1	-10.8	5.0	-1.3	-2.4	0.0	-4.5	3.5	-0.5	0.7
CC(/C=N\N1CCN(Cc2ccc(C)cc2)CC1)=C\c1ccccc1	-47.2	-11.4	-7.3	-3.6	-0.1	-4.2	-4.4	-3.3	-1.5
Cc1oc(-c2ccccc2)cc1C(=O)Nc1cccc(C(=O)O)c1	33.9	-9.8	21.1	-4.5	0.5	-5.4	-30.6	-2.4	-1.9
Cc1ccc(C)c(/C=C/C(=O)c2ccccc(=O)c2O)c1	6.2	-5.1	38.5*	2.7	0.5	2.5	-23.9	-4.2	0.6
Cc1onc(NC(=O)NC(=O)c2c(F)cccc2Cl)c1Br	9.8	-7.0	1.3	-2.0	0.8	0.1	-15.7	0.0	0.3
CSC1=NC(C)(C)C=C(/C=C/c2c(Cl)cccc2Cl)N1	19.5	-2.2	-19.4	-1.4	-0.1	0.8	-6.2	-1.4	-0.2
OCCN1CCN(C(=S)NCCc2ccccc2)CC1	-6.9	10.0	0.4	-2.7	0.2	-3.0	4.2	-4.3	1.9
CCOCCCNC(=O)C(c1ccc(Cl)cc1)N(Cc1cccs1)C(=O)CNC(C)=O (stereo unspecified)	-5.2	-12.4	8.3	-2.7	0.3	1.8	-33.0	0.2	-0.1
COc1ccc(CCNC(=O)c2ccc(NS(=O)(=O)c3ccc4[nH]c(=O)[nH]c4c3)cc2)cc1OC	7.5	-3.8	4.2	-3.5	0.2	-0.6	-12.9	-2.1	0.3
Cc1cc(C)c2nc(NNC(=O)c3cc(=O)c4ccccc4o3)sc2c1	19.8	-21.5	10.2	-2.8	-0.1	1.4	-13.7	-4.6	-1.2
O=C(O)Cc1coc(-c2ccc(F)cc2)n1	-4.9	9.5	-5.4	-3.9	0.8	-3.2	3.6	-2.6	0.2
CNS(=O)(=O)c1ccc(CCC(=O)N2CCN(c3ccccc3OC)CC2)cc1	31.6	-5.0	-4.4	-1.2	0.6	-10.4	-29.0	0.7	-1.6
Cc1nc(N2CCN(C)CC2)c2sc(=S)n(C)c2n1	-7.3	-6.7	1.2	-0.8	0.4	·	4.5	1.7	-0.3
CN(C1CCCCC1)S(=O)(=O)c1cccc(C#N)c1	6.2	-14.4	-13.6	-2.3	0.4	-4.7	-1.5	-1.7	-1.0
COCCn1nnnc1C(c1cccc(OC)c1OC)N1CCN(C2CCCCC2)CC1 (stereo unspecified)	-4.2	0.7	7.8	-2.9	-0.5	-4.3	11.6	-3.0	0.8
c1ccc(N2CCN(c3nnc(Cc4cccnc4)c4ccccc34)CC2)nc1	36.9	15.6	0.1	-2.2	1.4	-5.2	-24.6	-1.0	-0.7
c1ccc(CN=C2NN=C(c3cc4ccccc4o3)CS2)cc1	-2.8	4.3	-0.1	-2.8	-0.6	0.8	4.7	-1.1	-1.8
O=C(Cc1ccc(Cl)cc1)Nc1cccc(-c2nnc(-c3ccco3)o2)c1	-25.8	1.3	-9.7	-1.4	3.8	-7.2	1.6	0.4	0.0
CC1SCC(=O)N(CC(=O)Nc2ccc3c(c2)OCO3)C1=O (stereo unspecified)	-1.8	-6.4	-2.4	-1.0	0.6	-1.0	1.2	-2.8	0.3
Cc1ccc(NCc2ccc(C)s2)cc1	·	-13.1	-2.8	-1.8	-0.7	·	3.0	0.1	-2.7
CN1CCN(C(=O)c2cc(COc3ccccc3)on2)[C@@H](c2ccccc2)C1	22.6	-0.9	-11.8	-0.5	2.3	2.8	-15.2	-1.7	1.7
CC1=C(C)C(OCCCl)N(c2cc(O)c(Cl)cc2F)C1=O (stereo unspecified)	23.7	17.0	13.8	0.1	0.0	-0.1	-4.5	0.7	3.6
CN(C(=O)CSc1nc2ccc(Br)cc2c(=O)n1Cc1ccco1)C1CCS(=O)(=O)C1 (stereo unspecified)	55.2	-7.9	3.5	-3.2	-0.7	-4.4	-5.6	-2.7	0.3
